West Nile virus CPE = West Nile virus antiviral activity, cell-based, CPE readout (AID 1621); West Nile virus-infected cells, CPE inhibition; higher % means a stronger effect; CPE inhibition, % at 10 µM, or IC50 in µM where a hit was titrated; hit rate 0.02% among 290,000; in the data active means a potency from the dose series; inconclusive means CPE inhibition mostly from about 3.7% at the one dose, without a potency; inactive means the rest, 99 in 100 with CPE inhibition below about 2.2%; further: strong numbers were not always called active
MgcRacGAP inhibition = MgcRacGAP GTPase-activating activity inhibitors, confirmation, biochemical, ADP Hunter fluorescence; Rac GTPase-activating protein 1 (Homo sapiens); MgcRacGAP-stimulated Rac1 GTP hydrolysis, ADP Hunter fluorescence; higher % means a stronger effect; GST-tagged Rac1 F28L mutant substrate; inhibition, % at 30 µM; hits with a dose series show IC50 in µM; hit rate 0.6% among 340,000;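 active means first-screen hits whose inhibition reached a set limit at any dose in the follow-up dose series; inconclusive means inhibition above the set first-screen limit but never retested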;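 further: fluorescence reports GDP produced by GAP-driven GTP hydrolysis; strong numbers were not always called active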
T cell HTS = modulators of CD8 T cell-vesicle binding, primary screen, mouse 2C CD8+ T cells, flow cytometry; 2C CD8+ T cell-vesicle binding; active compounds read low; calls only at 7 µM; hit rate 0.068% among 330,000; AID 2052, 2009;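 active means response, share of CD8 T cells binding vesicles, and their 90th percentile fluorescence all below set limits, cut at about 80% in these data, passing the limit was not always enough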
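material = purified 2C TCR transgenic mouse naive CD8+ T cells | controls = Unloaded micro-vesicles (low), QL9 vesicles with 0.7% DMSO (high) | detection = cytometric PE anti-B7-1 and Alexa647 anti-CD8 signals after 1% paraformaldehyde fixation | incubation = binding step 1.5 h, 37 °C, antibody labelling 20 min, ice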
Myeloid diff 2 = induction of myeloid progenitor differentiation, primary screen, cell-based, flow cytometry, MLPCN library. hit rate 1% among 360,000. calls only at 10 µM. AID 624256, 2012. ER-HoxA9 myeloid progenitors, lysozyme-GFP differentiation;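 active means normalized GFP-positive differentiation at or above the plate's own cutoff, the solvent-only control mean plus 3 SD; inconclusive means no clear call, values can overlap the other calls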;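 further: cells exposed to compound for four days before flow analysis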
RSV antiviral HEp-2 = RSV antiviral activity via CPE protection, HEp-2 cells, primary 10 µM value included (AID 2391). HEp-2 cells, RSV-induced CPE inhibition; higher % means a stronger effect. one-dose CPE inhibition, % at 10 µM; IC50 in µM for titrated hits. hit rate 0.13% among 310,000; in the data active means a potency from the dose series; inconclusive means CPE inhibition mostly from about 23% at the one dose, without a potency; inactive means the rest, 99 in 100 with CPE inhibition below about 21%; further: strong numbers were not always called active
WT yeast gro inh = growth inhibition of WT strain, primary screen, mitochondrial fusion inhibitor project, WT and mutant strains, chemical genetic; hit rate 2.1% among 190,000; AID 1362, 2008; inhibition, % at 10 µM; mitochondrial fusion phenotypic screen; in the data active means inhibition above about 58%; tested in S. cerevisiae
PhoP inhibition = inhibitors of PhoP regulon expression, primary screen, Salmonella Typhimurium, GFP reporter (AID 1863); hit rate 0.16% among 300,000; S. Typhimurium PhoP-regulated promoter GFP reporter, 4 h; higher % means a stronger effect; inhibition, % at 50 µM; hits with a dose series show IC50 in µM;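 active means inhibition over 29.93%, a cutoff 3 SD above the screen mean, later confirmed by dose response; inconclusive means inhibition over 29.93% but no dose response follow-up; inactive means inhibition at most 29.93% or unconfirmed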;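 further: 0% = low Mg2+ inducing control and 100% = high Mg2+ repressing control; strong numbers were not always called active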
Large T inhibition = SV40 large T antigen inhibitors, biochemical (AID 1903); SV40 large T antigen ATPase/helicase inhibition assay; higher % means a stronger effect; inhibition, % at 20 µM, or IC50 in µM where a hit was titrated; hit rate 0.39% among 310,000; in the data active means a potency from the dose series; inconclusive means inhibition mostly from about 32% at the one dose, without a potency; inactive means the rest, 99 in 100 with inhibition below about 32%; further: strong numbers were not always called active
bCat nuc transl = modulators of beta-catenin nuclear translocation, primary screen, imaging, HeLa cells, immunofluorescence, high-content; AID 1665, 2009; hit rate 0.3% among 190,000; nuclear translocation activity, % at 5 µM;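 active means nuclear translocation activity above 50% at 5 µM, with a well cell count of 50 or more; inconclusive means wells under 50 cells across six images, flagged as toxic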;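 further: per-cell ratio of nuclear to cytoplasmic median beta-catenin stain intensity; plate controls were DMSO negative control for no effect and GSK-3 inhibitor IX positive control for full effect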
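test system = HeLa cells, endogenous beta-catenin | dosing = single 5 µM dose plus 0.02–20 µM confirmation series | times = compound treatment 24 h, 37°C, 5% CO2 | technique = beta-catenin immunofluorescence imaging with DAPI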
WT yeast gro inh mutant strain = second read-out of WT yeast gro inh, no call of its own (marks repeat the call); inhibition, %; mitochondrial fusion phenotypic screen, mutant strain inhibition
bCat nuc transl cell count 5 µM = second read-out of bCat nuc transl, no call of its own (marks repeat the call); cell count; measured here: cell count, cytotoxicity flag
T cell HTS vesicle-bound % = recorded beside T cell HTS, whose call it bears; double positive events, %; measured here: CD8+ vesicle-bound cell fraction;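 binding gate set so that unloaded-vesicle control wells show 10% double positive cells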
Myeloid diff 2 GFP+ MAC1+ % = also measured in Myeloid diff 2; calls as there; GFP+ MAC1+ double positive, %; measured here: differentiation confirmed by MAC1 staining
* marks the source's active call; other numbers are inactive results; i = inactive; ? = inconclusive; / = not tested or not shown; + = active, no number.

SMILES	West Nile virus CPE	MgcRacGAP inhibition	T cell HTS	T cell HTS vesicle-bound %	Myeloid diff 2	Myeloid diff 2 GFP+ MAC1+ %	RSV antiviral HEp-2	WT yeast gro inh	WT yeast gro inh mutant strain	PhoP inhibition	Large T inhibition	bCat nuc transl	bCat nuc transl cell count 5 µM
COCCN(C(=O)COC(=O)c1ccc(Cl)nc1)c1c(N)n(Cc2ccccc2)c(=O)[nH]c1=O	/	4.4%	i	12.7	i	0.8	-0.9%	/	/	-1.7%	29.5%	/	/
O=C(/C(=C(\[O-])c1ccccc1)[n+]1ccc2ccccc2c1)c1ccc(Cl)cc1	-0.3%	-2.7%	i	4.8	i	0.6	0.1%	0.8	-9.6	-3.0%	3.3%	-1.3	541
COc1cccc(C(=O)OC2CCN(C)CC2)c1	0.5%	8.5%	i	64.4	i	0.8	-1.0%	4.4	-0.8	8.1%	4.0%	0.7	982
COc1cc(OC)cc(C(=O)OCC(=O)NCc2ccc3c(c2)OCO3)c1	0.0%	3.1%	i	47.7	i	0.0	0.0%	6.5	4.6	5.1%	-0.2%	5.3	1050
CCOC(=O)c1c(C)[nH]c(C)c1C(=O)CN1C(=O)NC2(CCCCCC2)C1=O	/	3.9%	i	39.1	i	0.6	1.0%	/	/	/	/	/	/
COc1cccc(NC(=O)CN(C)C(=O)c2cc(-c3ccc(F)cc3)nc3ccccc23)c1	/	5.7%	i	22.8	i	1.0	-0.3%	/	/	2.0%	5.8%	/	/
CC(C)(C)C(=O)COC(=O)CNC(=O)c1ccc(Oc2ccccc2)cc1	-0.3%	5.7%	i	61.1	i	0.6	2.4%	20.0	5.7	12.5%	-7.6%	/	/
CCOC(=O)c1ccc(COC(=O)c2nonc2N)cc1	/	3.8%	i	35.0	i	1.0	4.7%	-3.2	6.2	4.7%	5.6%	-2.1	782
COc1ccccc1NC(=S)NCC1CCCCC1	-1.6%	-0.1%	i	37.9	i	1.0	19.2%	46.4	-9.5	5.1%	2.1%	0.5	547
O=C(Nc1ccc(Cl)cc1)OCc1cncs1	-0.2%	7.6%	i	45.4	i	1.2	20.2%	1.1	-10.0	11.2%	-0.9%	1.8	1415
COCc1c(C(=O)OCC(=O)NCCc2ccc(S(N)(=O)=O)cc2)oc2ccccc12	/	5.7%	i	20.5	i	0.9	-0.1%	/	/	/	/	/	/
CCN(c1ccccc1)S(=O)(=O)c1cc(C(=O)Nc2ccc(F)c(F)c2)ccc1F	?	5.4%	i	33.3	+	1.5*	18.8%	34.2	4.2	-8.1%	5.0%	0.8	1171
C/C(=N\O)c1noc(C)c1C(=O)Nc1nccs1	-0.1%	1.2%	i	32.6	i	2.7	-0.9%	/	/	-3.3%	4.0%	/	/
CCOc1ccc(OCc2ccc(C(=O)NCc3ccncc3)o2)cc1	-1.2%	7.8%	i	40.2	i	1.5	4.2%	2.8	-12.8	5.6%	4.6%	1.3	1051
CC(NCc1ccncc1)C12CC3CC(CC(C3)C1)C2 (centres undefined)	-0.7%	2.2%	i	0.2	i	0.4	-1.7%	3.2	24.5	/	/	0.8	1569
COc1ccc(CCNC(=O)COc2nncc3ccccc23)cc1	-0.2%	3.5%	i	26.0	i	0.1	2.6%	-9.6	13.7	-6.9%	8.6%	-1.2	1113
O=C(O)c1cccc2c1C(=O)N(Cc1ccccc1)C2	0.6%	8.0%	i	35.6	i	0.5	-2.2%	/	/	12.9%	18.6%	/	/
CC1=C/C(=N\NC(=S)NCc2ccccc2)CC1	0.2%	3.1%	i	20.0	i	0.0	8.9%	13.8	30.7	-0.5%	14.6%	2.1	894
CCN(CC)C(=S)Nc1c(C)n(C)n(-c2ccccc2)c1=O	-0.1%	-0.7%	i	28.4	i	1.3	-0.1%	-6.7	-7.4	3.0%	3.4%	-1.7	1158
O=c1c(Cc2c(F)cccc2Cl)c(O)ccn1C1CCCCCC1	-0.2%	3.5%	i	1.7	i	0.4	2.4%	-1.1	-5.0	-6.3%	6.8%	2.6	738
O=C(Cc1ccc(Cl)cc1)Nc1ccc(Br)cc1	-0.4%	6.7%	i	31.1	i	0.5	?	3.4	-0.6	-3.4%	16.7%	0.1	1121
N#CCN=C(c1ccccc1)c1ccccc1	/	4.2%	i	19.2	i	1.0	1.9%	/	/	/	/	/	/
Cc1cc(C)cc(NC(=S)Nc2cccc3ccccc23)c1	-0.6%	5.6%	i	55.3	i	2.7	3.1%	/	/	-2.3%	23.4%	/	/
CCOc1ccc(CN(C)CC(=O)c2c(N)n(Cc3ccccc3)c(=O)n(CC)c2=O)cc1OC	-0.2%	5.2%	i	50.2	i	0.9	0.5%	0.5	0.6	-5.3%	8.4%	-2.7	1196
O=S(=O)(c1cccc(C(F)(F)F)c1)N1CCN(C(=S)NCc2ccco2)CC1	-1.5%	17.1%	i	26.4	i	1.1	1.6%	3.0	0.3	-9.2%	18.1%	4.1	933

Entries of single compounds from above. Values in the order: West Nile virus CPE | MgcRacGAP inhibition | T cell HTS | T cell HTS vesicle-bound % | Myeloid diff 2 | Myeloid diff 2 GFP+ MAC1+ % | RSV antiviral HEp-2 | WT yeast gro inh | WT yeast gro inh mutant strain | PhoP inhibition | Large T inhibition | bCat nuc transl | bCat nuc transl cell count 5 µM
Listed for O=C(O)c1cccc2c1C(=O)N(Cc1ccccc1)C2 = 0.6% | 8.0% | i | 35.6 | i | 0.5 | -2.2% | / | / | 12.9% | 18.6% | / | /
Listed for CC(C)(C)C(=O)COC(=O)CNC(=O)c1ccc(Oc2ccccc2)cc1 = -0.3% | 5.7% | i | 61.1 | i | 0.6 | 2.4% | 20.0 | 5.7 | 12.5% | -7.6% | / | /
Listed for COCCN(C(=O)COC(=O)c1ccc(Cl)nc1)c1c(N)n(Cc2ccccc2)c(=O)[nH]c1=O = / | 4.4% | i | 12.7 | i | 0.8 | -0.9% | / | / | -1.7% | 29.5% | / | /
Listed for COc1cccc(C(=O)OC2CCN(C)CC2)c1 = 0.5% | 8.5% | i | 64.4 | i | 0.8 | -1.0% | 4.4 | -0.8 | 8.1% | 4.0% | 0.7 | 982

New compounds follow:
SMILES	West Nile virus CPE	MgcRacGAP inhibition	T cell HTS	T cell HTS vesicle-bound %	Myeloid diff 2	Myeloid diff 2 GFP+ MAC1+ %	RSV antiviral HEp-2	WT yeast gro inh	WT yeast gro inh mutant strain	PhoP inhibition	Large T inhibition	bCat nuc transl	bCat nuc transl cell count 5 µM
COc1ccc(S(=O)(=O)NCC(=O)N(CC(=O)NC(C)(C)C)Cc2cccs2)cc1	-0.3%	-0.1%	i	24.5	i	0.7	1.3%	-8.0	1.8	-8.6%	23.2%	-1.3	1109
O=C(NCC1CCCO1)C1CCCN(S(=O)(=O)c2ccc(F)cc2)C1 (centres undefined)	-0.1%	6.7%	i	12.2	i	0.7	1.3%	/	/	-0.5%	-4.2%	/	/
CCOc1cc(/C=C/c2cccc[n+]2C)ccc1O	0.1%	22.9µM*	i	51.5	i	0.5	1.9%	/	/	9.0%	22.4%	/	/
Brc1cccc(CNCCCN2CCOCC2)c1	-0.3%	0.3%	i	50.5	i	0.2	-0.5%	0.8	-5.7	-5.5%	12.9%	1.1	1510
Cc1ccc(C(=O)Nc2ccccc2N2CCCCC2)cc1[N+](=O)[O-]	-2.5%	8.4%	i	67.1	i	1.2	13.3%	30.9	36.2	-1.1%	2.8%	-1.7	917
CCOC(=O)CC1C(=O)NCCN1C(=O)c1cccc(OC)c1 (centres undefined)	0.3%	10.2%	i	36.6	i	0.7	0.1%	/	/	8.6%	-0.5%	/	/
CC(=O)Nc1ccc(Nc2cc(C(C)C)nc3c(-c4ccccc4)c(C)nn23)cc1	11.3%	6.4%	i	30.8	i	0.0	21.6%	/	/	-5.2%	11.7%	-0.5	1403
CCCNC(=O)C(Cc1ccccc1)NC(=O)c1ccccn1 (centres undefined)	/	7.7%	i	36.1	i	1.2	0.7%	/	/	/	/	/	/
CC(=O)NCCC(=O)Nc1cc(S(=O)(=O)N2CCOCC2)ccc1N1CCOCC1	-0.2%	-5.6%	i	37.3	i	0.4	0.2%	3.9	7.6	-1.1%	21.6%	-7.1	1103
COc1ccc(CCNC(=O)c2c(N)no[n+]2[O-])cc1OC	-0.4%	-0.6%	i	54.6	i	0.6	0.6%	-1.4	3.1	-2.7%	10.4%	-4.2	1080
CCN1C(=O)CC(C(=O)NCCc2ccc(S(N)(=O)=O)cc2)SC1=Nc1ccc(OC)cc1 (centres undefined)	0.7%	8.0%	i	57.6	i	0.3	-1.0%	2.3	-8.0	-0.5%	1.5%	0.7	1084
S=c1[nH]c2ccc(Cl)cc2[nH]1	0.2%	18.3%	i	58.5	i	1.1	7.5%	-20.4	-6.0	-10.2%	6.3%	2.4	799
O=C(/C=C/c1ccc(-c2ccccc2[N+](=O)[O-])o1)c1ccccc1	?	3.9%	i	31.9	i	0.4	2.6%	40.7	-2.0	1.8%	?	4.1	452
CCCCNc1nc2c(c(=O)n(C)c(=O)n2C)n1Cc1cccc(OC)c1	-1.7%	4.6%	i	24.1	i	0.0	1.7%	-10.0	-15.9	0.4%	22.1%	-2.1	1238
Clc1ccccc1CN1CCN(CCCc2ccccc2)CC1	-0.2%	22.9%	/	/	i	0.4	/	15.8	7.7	1.4%	-1.0%	1.5	1007
COc1ccccc1-c1nnc(NC(=O)c2ccc(S(=O)(=O)N(C)Cc3ccccc3)cc2)o1	?	/	i	58.5	/	/	-1.8%	-17.7	-29.2	-19.0%	-1.6%	6.3	1028
COCCCNC(=O)CN1C(=O)COc2ccc(S(=O)(=O)N3CCCCCC3)cc21	-0.8%	-7.7%	i	7.0	i	1.6	0.9%	/	/	-7.7%	3.4%	/	/
O=[N+]([O-])c1ccc(O)c(/C=N/NC2=NS(=O)(=O)c3ccccc32)c1	0.3%	-3.8%	i	40.1	i	0.1	5.3%	-2.8	-15.4	?	8.8%	-0.9	1087
CCc1nn(CC(=O)NCCCN(CC)CC)c(=O)c2cc3sc(C)cc3n12	0.3%	12.1%	i	17.6	i	0.4	-2.4%	/	/	-13.9%	3.0%	-0.4	1319

Screens deposited in PubChem by several laboratories.
